GSTO1 counter – counter-screen for RBBP9 inhibitors: inhibitors of human GSTO1; AID 1974; P78417; recombinant GSTO1, activity-based probe fluorescence polarization; 300,000 tested, 1.1% active; inhibition, % at 5.96 µM;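 active = inhibition above the campaign mean inhibition plus 3 SD, cut at about 35% in these data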;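 also: 0% = GSTO1-1 with DMSO and 100% = wells lacking GSTO1-1 enzyme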
Target sequence (P78417 whole entry, looked up): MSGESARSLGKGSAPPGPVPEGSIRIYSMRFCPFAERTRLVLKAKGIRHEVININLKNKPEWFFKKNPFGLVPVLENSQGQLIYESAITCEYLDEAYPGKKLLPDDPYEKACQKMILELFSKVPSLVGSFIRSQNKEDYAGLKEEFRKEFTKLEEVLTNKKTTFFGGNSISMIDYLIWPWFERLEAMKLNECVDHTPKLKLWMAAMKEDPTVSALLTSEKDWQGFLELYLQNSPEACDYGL
LYPLA1 counter – blocks human lysophospholipase 1, a PME1 counter-screen; inhibition, % at 5.9 µM; recombinant LYPLA1, FP-Rh probe fluorescence polarization; AID 2174; 320,000 tested, 0.16% active;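 active = inhibition above the mean of all tested compounds plus 3 SD, set per campaign, cut at about 14% in these data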;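 also: inhibitors block serine hydrolase probe labeling of LYPLA1 so polarization falls; 0% = enzyme with DMSO and 100% = wells lacking LYPLA1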
PAFAH1B3 inh – inhibitors of human PAFAH1B3; inhibition, % at 3.39 µM; 340,000 tested, 0.28% active; recombinant PAFAH1B3, FP-rhodamine probe, fluorescence polarization;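 active = inhibition above the screen-wide average of all tested compounds plus 3 SD, cut at about 25% in these data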;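 also: 0% = enzyme with DMSO only and 100% = wells lacking PAFAH1B3 protein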
Target sequence (Q15102 whole entry, looked up): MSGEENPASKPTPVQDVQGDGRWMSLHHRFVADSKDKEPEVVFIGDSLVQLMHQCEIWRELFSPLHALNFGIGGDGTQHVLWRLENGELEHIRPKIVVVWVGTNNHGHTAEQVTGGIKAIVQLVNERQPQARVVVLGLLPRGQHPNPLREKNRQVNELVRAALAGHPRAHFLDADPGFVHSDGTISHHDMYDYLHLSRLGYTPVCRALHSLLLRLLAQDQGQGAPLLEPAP
PAFAH1B2 inh – blocks human PAF acetylhydrolase 1b catalytic subunit 2. recombinant PAFAH1B2, FP-rhodamine activity probe, fluorescence polarization. inhibition, % at 3.39 µM. 340,000 tested, 1.2% active. AID 492953;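 active = inhibition above the mean of all tested compounds plus 3 SD, cut at about 24% in these data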;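 also: 0% = enzyme with DMSO and 100% = wells lacking PAFAH1B2; many of its hits are not listed in these tables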
Target sequence (P68402 whole entry, looked up): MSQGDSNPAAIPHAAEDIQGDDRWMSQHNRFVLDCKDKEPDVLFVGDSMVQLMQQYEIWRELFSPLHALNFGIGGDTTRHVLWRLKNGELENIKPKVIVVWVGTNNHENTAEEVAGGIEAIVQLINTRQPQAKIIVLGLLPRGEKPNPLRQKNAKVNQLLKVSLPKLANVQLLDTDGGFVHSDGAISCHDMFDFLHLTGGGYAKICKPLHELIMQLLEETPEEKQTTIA
PAD4 FP inh – blocks human protein arginine deiminase 4; Q9UM07; recombinant PAD4, RCA probe fluorescence polarization; inhibition, % at 6.36 µM; 330,000 tested, 0.41% active;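 active = percent inhibition above a cutoff equal to the mean of all tested compounds plus 3 SD, cut at about 15% in these data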;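 also: 0% = PAD4 with RCA probe and DMSO and 100% = probe without PAD4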
LYPLA2 inh – counter-screen for PME1 inhibitors: inhibitors of human LYPLA2; O95372; recombinant LYPLA2, FP-Rh probe fluorescence polarization; 320,000 tested, 0.38% active; inhibition, % at 5.9 µM;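 active = inhibition above the screen-wide mean plus 3 SD, limit set per campaign, cut at about 26% in these data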;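 also: 0% = LYPLA2 with DMSO and 100% = wells lacking LYPLA2 enzyme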
Target sequence (O95372 whole entry, looked up): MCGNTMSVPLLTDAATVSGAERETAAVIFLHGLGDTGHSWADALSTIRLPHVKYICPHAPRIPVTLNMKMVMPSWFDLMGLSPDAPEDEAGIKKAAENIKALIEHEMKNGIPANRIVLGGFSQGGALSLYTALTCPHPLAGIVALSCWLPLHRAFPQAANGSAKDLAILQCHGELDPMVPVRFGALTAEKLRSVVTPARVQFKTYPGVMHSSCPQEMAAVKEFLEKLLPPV
PREPL inh – human PREPL enzyme inhibition. AID 2751. inhibition, % at 5.96 µM. recombinant PREPL, fluorescence polarization activity-based probe. 320,000 tested, 0.68% active; in the data active = inhibition above about 43%;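 also: 0% = enzyme with DMSO and 100% = wells lacking enzyme; many of its hits are not listed in these tables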
pPAFAH inh – pPAFAH (human) enzyme inhibition; recombinant pPAFAH, FP-rhodamine probe fluorescence polarization; inhibition, % at 3.39 µM; 330,000 tested, 1.5% active; AID 463082;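 active = inhibition above the mean inhibition across the screen plus 3 SD, cut at about 25% in these data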;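 also: inhibitors block binding of the rhodamine activity-based probe so polarization drops; 0% = enzyme with DMSO and 100% = wells lacking pPAFAH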
PAFAH2 FP inh – inhibitors of human PAFAH2; Q99487; recombinant PAFAH2, FP-rhodamine activity probe, fluorescence polarization; inhibition, % at 3.39 µM; 340,000 tested, 0.99% active; AID 492956;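 active = inhibition above the mean over all tested compounds plus 3 SD, cut at about 30% in these data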;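 also: inhibitors block probe labeling of enzyme so polarization drops; 0% = enzyme with DMSO and 100% = wells lacking PAFAH2 protein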
An asterisk follows results filed as active; · = not tested or not shown. Some of the compounds tested. The share of hits here may be higher or lower than overall.

SMILES | GSTO1 counter | LYPLA1 counter | PAFAH1B3 inh | PAFAH1B2 inh | PAD4 FP inh | LYPLA2 inh | PREPL inh | pPAFAH inh | PAFAH2 FP inh
Fc1cccc(/C=N/NC(=S)Nc2ccccc2Cl)c1 | -5 | 2 | -1 | -5 | -4 | -4 | 3 | 0 | -7
O=C(COc1coc(CN2CCN(c3ccccc3)CC2)cc1=O)Nc1ccccc1F | -10 | 0 | 3 | -2 | 3 | -1 | 4 | 2 | -2
COC(=O)c1ccc(NC(=O)Nc2cccc(F)c2)cc1 | -13 | -19 | -2 | -9 | 1 | -28 | -18 | -4 | -16
CCC(C)c1ccccc1NC(=O)C(C)OC(=O)c1ccco1 (configuration not stated) | 10 | 1 | 2 | 7 | 1 | 7 | -8 | -6 | 13
CCOC(=O)C1CCCN(C(=O)C(=O)Nc2ccc3nc4n(c(=O)c3c2)CCCCC4)C1 (configuration not stated) | -1 | -1 | 0 | 5 | -9 | -2 | 7 | -4 | 0
CCC(c1nc2ccccc2c(=O)n1CCCn1ccnc1)N1C(=O)c2ccccc2C1=O (configuration not stated) | 7 | 1 | 0 | -1 | 0 | -2 | -15 | -6 | 3
Cc1ccc(C(=O)Nc2ccc3c(c2)OCO3)cc1S(=O)(=O)N1CCCC1 | -2 | -3 | -1 | 0 | -9 | 3 | 0 | -5 | 10
Fc1ccccc1/C=C1\CCCC2=C1Nc1ncnn1C2c1ccccc1F (configuration not stated) | 4 | 1 | · | · | -2 | 17 | 1 | 14 | ·
NC1=C(c2ccc([N+](=O)[O-])cc2)C(=O)CO1 | -4 | 2 | -5 | 3 | -1 | 6 | -2 | 3 | 3
CCCN(CCC)C1=CC(=[N+]2CCCC2)CC(C)(C)C1 | 2 | -1 | 4 | 0 | -3 | 0 | 9 | 0 | -3
O=C(Nc1nc(-c2cccs2)cs1)c1ccc(S(=O)(=O)N2CCCCC2)cc1 | -14 | -32 | -11 | -18 | -5 | -36 | 5 | -34 | -14
Cc1cccc(OCCNC(=O)c2ncn[nH]2)c1 | 5 | 0 | 7 | 2 | -2 | -6 | 4 | 9 | 1
COc1ccc(N(CC(=O)Nc2cc(OC)cc(OC)c2)S(=O)(=O)c2c(C)n[nH]c2C)cc1 | -7 | -7 | 10 | 2 | -5 | -8 | 5 | 2 | -10
COc1ccc(-n2cc(-c3ccc(C)cc3)[n+]3c2SCC3)cc1 | 2 | 2 | 5 | 2 | 4 | 7 | 18 | 0 | 3
COc1ccc(C)cc1N(CC(=O)NC1CCCC1)C(=O)CCC(=O)Nc1cc(C)on1 | 7 | 1 | 2 | 3 | 2 | 0 | 5 | 5 | -1
O=C(Nc1ccc2[nH]c(=O)[nH]c2c1)c1ccc(Br)o1 | -6 | -3 | 6 | -1 | -4 | 2 | 11 | 5 | 5
O=C(c1ccco1)N1CCN(Cc2cccc3ccccc23)CC1 | -2 | 1 | -8 | 4 | -6 | 3 | 10 | 6 | 0
CN(CC(=O)Nc1cccc(F)c1)C(=O)C1CSC2(C)CCC(=O)N12 (configuration not stated) | -11 | 1 | 2 | 7 | 4 | -1 | 22 | -7 | 1
CCCNC(=O)Nc1cc(S(=O)(=O)CC)ccc1O | 6 | 0 | 3 | -2 | 2 | 3 | 2 | 8 | 2
Nc1ccc(Oc2ncccn2)c(Cl)c1 | 9 | -3 | -6 | -3 | -4 | -4 | -6 | 6 | -1
Cc1ccc2cc(CN(CCCN3CCOCC3)C(c3nnnn3Cc3ccco3)C(C)C)c(=O)[nH]c2c1C (configuration not stated) | -2 | -1 | 5 | 0 | 0 | 2 | 31 | 6 | -1
O=C(NC(Cc1c[nH]c2ccccc12)c1nnc2n1CCCCC2)c1ccccc1 (configuration not stated) | 4 | 3 | 6 | 2 | 1 | 4 | 14 | -2 | -3
Cc1ccc(-c2nc(CN(Cc3cnn(C)c3)C(C)C)c(C)o2)o1 | 11 | 7 | 0 | 8 | 4 | 3 | 17 | -1 | 1
Nc1c(C(=O)c2ccc(Br)s2)oc2ccccc12 | -2 | -1 | 6 | 1 | 0 | -2 | 28 | 19 | 2
CC1(C)CC(=O)c2cnc(NC(=O)Cc3ccc(Cl)cc3)nc2C1 | 3 | -3 | 0 | 13 | -3 | -2 | 7 | 3 | 9
Additional compounds follow:
SMILES | GSTO1 counter | LYPLA1 counter | PAFAH1B3 inh | PAFAH1B2 inh | PAD4 FP inh | LYPLA2 inh | PREPL inh | pPAFAH inh | PAFAH2 FP inh
Cc1ccc(OCC(=O)N(Cc2cccs2)C2CCS(=O)(=O)C2)cc1C (configuration not stated) | 7 | 3 | -1 | 5 | -2 | 4 | 3 | 2 | -9
CC(=O)c1ccc(NC(=S)NC(C)CCc2ccccc2)cc1 (configuration not stated) | -4 | -1 | 6 | 6 | -5 | 0 | -29 | 4 | -13
Cc1ccc(NC(=O)CN(C)C(=O)Cc2c(Cl)cccc2Cl)cc1 | 2 | 0 | 5 | 1 | -6 | 3 | -2 | 11 | -2
COc1ccc2oc(C(F)(F)C(F)(F)F)cc(=O)c2c1 | -1 | -1 | 8 | 7 | -4 | -5 | 1 | -6 | 1
CCCn1nc(C(=O)NNC(=O)CCCOc2ccc(OC)cc2)c2ccccc2c1=O | · | -4 | 5 | 3 | -8 | -5 | -4 | -9 | 12
O=C(O)C1C2CCC(O2)C1C(=O)Nc1ccc(F)cc1 (configuration not stated) | -1 | -1 | 5 | 7 | -4 | 6 | 3 | 0 | 3
c1ccc(CN(Cc2ccccc2)c2nn[nH]n2)cc1 | 7 | -2 | 8 | 3 | 1 | -7 | 1 | 1 | -6
COc1ccc(-c2cc(-c3ccc(OC)c(OC)c3)n[nH]2)c(O)c1 | -20 | -9 | 3 | 5 | 0 | -1 | 46* | 25* | 4
COc1ccc(CCNC(=O)C(=O)c2c(C)[nH]c3ccccc23)cc1 | -3 | -2 | -2 | 9 | 2 | 1 | -3 | 3 | 0
Cc1ccc2c(c1)N(CCCC(=O)NCC1COc3ccccc3O1)C(=O)CO2 (configuration not stated) | 7 | -2 | -1 | 0 | -5 | 3 | -4 | 2 | 6
O=C(NCC1CCCO1)C1CCCN1C(=O)Nc1ccc(Cl)cc1 (configuration not stated) | 12 | 1 | -2 | 8 | -3 | 3 | 16 | -6 | 4
O=C(COC(=O)Cc1ccc(F)cc1)Nc1ccc(Cl)cn1 | · | -1 | 3 | 1 | 5 | -1 | 13 | 16 | 2
Cc1cc(Br)ccc1OCCCCNCCO | 0 | 1 | 7 | 6 | 0 | 0 | -15 | 0 | 3
CCOC(=O)CC1(c2ccc(OC)c(OC)c2)C(=O)c2ccccc2C1=O | 2 | 2 | 8 | 2 | 3 | 5 | -1 | 3 | 4
Cc1cc(Cl)ccc1OCC(=O)N/N=C1\CCCc2ccccc21 | -4 | -2 | -2 | 3 | -3 | -5 | 21 | 5 | -5
CCOC(=O)CC(=O)CSc1nc2c(cc1C#N)CCCCC2 | -9 | 3 | -1 | 10 | -4 | 2 | 1 | -2 | 3
CCOC(=O)Cc1csc(NC(=O)CC)n1 | 6 | 2 | 12 | 4 | -6 | 2 | 4 | 2 | 0
COC(=O)c1sccc1NC(=O)C12CC3CC(CC(C3)C1)C2 | -9 | 0 | 8 | 1 | -1 | 1 | 15 | -1 | -9
Cc1ccc([N+](=O)[O-])c(OCCN2CCC(Cc3ccccc3)CC2)c1 | 5 | -2 | 1 | 0 | -2 | 8 | -9 | 1 | 1
Cn1c(=O)cc(OCC(=O)NCCCN2CCN(c3cccc(Cl)c3)CC2)c2ccccc21 | 2 | 4 | 10 | 5 | 0 | 17 | 21 | 2 | -4
Cc1csc(NC(=O)c2cccnc2)n1 | 6 | -1 | 10 | 0 | -3 | 2 | -7 | 6 | 4
Cc1ccccc1-n1nnnc1SCCCC(=O)c1ccc(F)cc1 | 0 | 1 | -2 | -2 | 0 | 3 | -36 | 5 | 6
COc1ccc(NC(=O)c2oc3ccccc3c2NC(=O)COc2ccccc2OC)c(OC)c1 | 1 | 1 | 2 | 1 | 1 | 9 | 12 | -9 | -5
CCOC(=O)CN(C(=O)COc1ccc2c(C)cc(=O)oc2c1)c1ccc(OCC)cc1 | -2 | -1 | -4 | 0 | -2 | 1 | -1 | 3 | 0
COC(=O)c1ccc(CNC(=O)Cn2cnc3c(OCc4ccccc4)ncnc32)cc1 | · | · | 10 | 5 | -3 | · | -7 | 2 | 7
Next part:
SMILES | GSTO1 counter | LYPLA1 counter | PAFAH1B3 inh | PAFAH1B2 inh | PAD4 FP inh | LYPLA2 inh | PREPL inh | pPAFAH inh | PAFAH2 FP inh
Cc1ccc(NC(=O)COC(=O)C2CCC2)cc1S(=O)(=O)N1CCOCC1 | · | · | 5 | 4 | 2 | · | 6 | 6 | 29
Cn1c(N)c(C(=O)c2cc(-c3ccccc3)nc3ccccc23)c(=O)n(C)c1=O | -8 | -7 | 3 | 2 | -3 | -13 | 1 | -8 | -1
Cc1cc(C)cc(NC(=O)C(c2ccccc2)N2CCCC2)c1 (configuration not stated) | -3 | 2 | -3 | -1 | -5 | 6 | -11 | 3 | -2
C[C@@H]1COC(=O)[C@@H](Cc2ccc(F)cc2)C/C=C\C[C@H](CC(=O)N(CCO)Cc2ccccc2)C(=O)N1 | · | · | 5 | 21 | 4 | · | 20 | 3 | 5
CC1(C(=O)N2CCC(CC3CC(c4cccc(Br)c4)=NO3)(C(=O)NCC3CCCCC3)CC2)CC1 (configuration not stated) | 4 | -3 | 2 | -1 | 3 | -6 | 0 | 16 | 5
COc1ccc(Br)cc1/C=N/n1c(-c2ccccc2)n[nH]c1=S | 4 | 1 | -1 | 4 | 4 | 0 | 17 | 1 | 5
COc1ccccc1CNC(=O)CCCN1C(=O)COc2ccc(C)cc21 | -4 | -1 | 0 | 2 | 0 | 1 | -4 | 3 | 2
CC(C)CNS(=O)(=O)c1ccc(CCC(=O)Nc2ccc3c(c2)OCO3)cc1 | 7 | 0 | -3 | 1 | 1 | 9 | -3 | 9 | -1
C/C(N)=C(/C#N)C(=O)COC(=O)Cc1coc2ccc3ccccc3c12 | 5 | -6 | 2 | 0 | 2 | -3 | 2 | 2 | 2
N#Cc1c(F)cccc1NCc1cccnc1 | -1 | -3 | 11 | 4 | -20 | -10 | -2 | -5 | -1
Cc1ccc(S(=O)(=O)/C(C#N)=C/c2c(N3CCCCC3)nc3ccccn3c2=O)cc1 | 2 | -1 | · | · | 2 | -2 | 1 | 2 | ·
COc1ccc(/C=N/N2CCN(c3ccncc3S(=O)(=O)N3CCCCC3)CC2)cc1 | -7 | -1 | 9 | 9 | -4 | -6 | 22 | -1 | 4
O=C(NC1CCCC1)C(c1ccccc1)N(C(=O)c1ccco1)C1CCCC1 (configuration not stated) | 5 | -1 | 14 | 5 | -4 | 1 | -2 | -5 | 5

Screening data: PubChem, The Scripps Research Institute Molecular Screening Center
